Menin MLL FP TR – inhibitors of human menin-MLL interaction, mutant MLL peptide; O00255; Menin + Texas Red MLL mutant peptide, fluorescence polarization; Potency, µM (series often up to 61.6 µM), without a hit: at the highest dose FP activity change, negative = inhibition, most hits filed as inhibitors; 0.23% of 270,000 active; AID 1768; active means well fitted inhibition curve with a large enough effect in the polarisation, with a control signal flat, not every such curve was filed as active; inconclusive means small, poorly fitted or top-dose-only effect, or effect the other way, or a change in a side signal; inactive means no such curve, though single readings can be large or run the other way; the % refers to the polarisation; further: potency means the concentration at half of the fitted maximal effect; % of control where 0% means no effect; many of its hits are not listed in these tables
Target sequence (O00255 whole entry, looked up): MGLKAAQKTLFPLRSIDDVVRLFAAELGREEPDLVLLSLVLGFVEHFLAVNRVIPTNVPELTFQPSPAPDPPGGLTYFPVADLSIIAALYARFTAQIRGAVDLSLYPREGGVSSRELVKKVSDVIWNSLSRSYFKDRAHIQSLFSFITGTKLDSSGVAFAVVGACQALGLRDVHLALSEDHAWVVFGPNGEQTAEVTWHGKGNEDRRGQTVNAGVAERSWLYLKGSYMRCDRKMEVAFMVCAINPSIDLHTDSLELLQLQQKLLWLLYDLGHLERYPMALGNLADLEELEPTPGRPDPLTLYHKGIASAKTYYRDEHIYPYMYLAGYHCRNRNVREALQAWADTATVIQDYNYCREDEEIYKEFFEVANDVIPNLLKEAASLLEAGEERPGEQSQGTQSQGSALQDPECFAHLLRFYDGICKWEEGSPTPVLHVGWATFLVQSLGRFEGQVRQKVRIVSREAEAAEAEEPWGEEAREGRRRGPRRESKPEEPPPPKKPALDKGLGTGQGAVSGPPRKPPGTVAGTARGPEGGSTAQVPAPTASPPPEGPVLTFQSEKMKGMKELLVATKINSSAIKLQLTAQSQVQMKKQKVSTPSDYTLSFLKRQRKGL
PKM2 act – activators of human pyruvate kinase M2; 0.34% of 260,000 active; Potency, µM (series often up to 57.5 µM), without a hit: at the highest dose activation, actives largely listed as activators; purified PKM2, Kinase-Glo ATP luminescence, activation; response scale: 0% is enzyme alone, no compound; P14618; further: potency means the concentration at half of the fitted maximal effect; on the % scale 0 is the no-effect control and ±100 the full control effect; nearly all actives have a fitted effect of over 55% in size
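hPK-M2, >95% pure; 0.1 mM ADP / 0.5 mM PEP final; imidazole pH7.2 buffer w/ 7 mM MgCl2, 50 mM KCl; 1 h RT; Kinase-Glo lum. Intermediate enzyme activity for dual inhibitor/activator qHTS.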
VP16 counter – counter-screen for ROR gamma inhibitors: Gal4-VP16 reporter; 3.5% of 310,000 active; Potency, µM (highest dose often 53.6 µM), without a hit: at the highest dose activity, negative = inhibition, usual class: inhibitors; Drosophila S2 Gal4-VP16 UAS-luciferase, luminescence, 20 h; AID 2546;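 further: Gal4-VP16 expression switched on by copper sulfate through the metallothionein promoter; potency means the concentration at half of the fitted maximal effect; on the % scale 0 is the no-effect control and ±100 the full control effect; nearly all actives have a fitted effect of over 50% in size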
Rab9 promoter act – activates the Rab9 promoter | Potency, µM (doses to about 9.22 µM), without a hit: at the highest dose activation, negative = inhibition, most hits filed as activators | 2.8% of 320,000 active | Huh7 Rab9 promoter-luciferase reporter, luminescence, 24 h | AID 485297; further: potency means the concentration at half of the fitted maximal effect; % of control where 0% means no effect; nearly all actives have a fitted effect of over 60% in size
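Quantitative HTS format; Huh7 Rab9-luciferase reporter cells (1500/well) receive compound 2 h post-plating, incubate 24 h at 37 °C, then get luciferase reagent for 10 min before luminescence reading.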
RORg inh – ROR gamma (mouse) transcription inhibition. Drosophila S2 Gal4-RORgamma UAS-luciferase reporter, 20 h. Potency, µM (titrated, usually from 53.6 µM), for the others: at the highest dose activity change, negative = inhibition, hits mostly inhibitors. P51450. 5.4% of 310,000 active; further: potency means the concentration at half of the fitted maximal effect; on the % scale 0 is the no-effect control and ±100 the full control effect; nearly all actives have a fitted effect of over 60% in size
Target sequence (P51450 whole entry, looked up, the tested form may be a part): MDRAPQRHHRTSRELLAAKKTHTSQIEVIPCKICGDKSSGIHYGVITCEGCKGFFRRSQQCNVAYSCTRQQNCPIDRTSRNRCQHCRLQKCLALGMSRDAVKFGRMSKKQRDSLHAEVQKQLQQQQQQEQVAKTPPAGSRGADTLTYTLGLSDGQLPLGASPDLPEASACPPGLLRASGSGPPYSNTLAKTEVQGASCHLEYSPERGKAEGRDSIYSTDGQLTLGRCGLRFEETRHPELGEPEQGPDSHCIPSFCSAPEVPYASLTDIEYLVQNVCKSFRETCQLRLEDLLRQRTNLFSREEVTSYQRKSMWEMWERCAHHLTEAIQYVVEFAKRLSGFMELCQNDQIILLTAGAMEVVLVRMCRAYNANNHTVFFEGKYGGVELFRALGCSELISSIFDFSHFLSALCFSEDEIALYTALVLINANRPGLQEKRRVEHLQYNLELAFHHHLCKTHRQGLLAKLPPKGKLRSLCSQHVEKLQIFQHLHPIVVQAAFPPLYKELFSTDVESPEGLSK
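In this cell-based reporter format, copper sulfate (700 uM final) drives Gal4–ROR gamma fusion expression from a metallothionein promoter in Drosophila Schneider cells; compounds preincubated 1 hr, reporter read after 20 hr at ambient temperature.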
Giardia kill – Giardia lamblia killing. Giardia lamblia trophozoite viability. activity change, % at 7.66 µM, hits read low. 0.15% of 340,000 active. AID 540267; in the data active means activity change below about -80%; inconclusive means between about -30% and that limit;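 further: parasites exposed to compound for two days anaerobically before the ATP read; on the % scale 0 is the no-effect control and ±100 the full control effect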
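Giardia lamblia trophozoites (100 cells/well) were incubated with compounds for 48 h at 37 deg C under anaerobic conditions. Viability was read as ATP content by one-step luminescence after 15-30 min at room temperature.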
ELG1 genotox – inducers of genotoxicity in HEK293T ELG1-luciferase cells; HEK293T ELG1-luciferase reporter, luminescence, 16 h; Potency, µM (doses to about 46 µM), without a hit: at the top dose activity change, positive = activation, hits mostly activators; 1.3% of 330,000 active; AID 504466; further: potency means the concentration at half of the fitted maximal effect; % of control where 0% means no effect; nearly all actives have a fitted effect of over 60% in size
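ELG1-luciferase HEK293T cells, 2,000/well; compound pinned in; 16 hr, 37 °C, 5% CO2; ONE-Glo, 30 min RT; luminescence on CCD imager.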
NPC1 prom act – activates the NPC1 promoter; Huh7 NPC1 promoter luciferase reporter, 24 h; Potency, µM (highest dose often 9.22 µM), for inactives: at the top dose activation, hits mostly activators; 2.4% of 320,000 active; AID 485313;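 further: potency means the concentration at half of the fitted maximal effect; % of control where 0% means no effect; nearly all actives have a fitted effect of over 60% in size; reporter is driven by a mutant NPC1 promoter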
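NPC1 promoter–luciferase Huh7 cells; 24 h compound; luminescence.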
BRCA1 expr act – increases BRCA1 expression. 1.1% of 380,000 active. Potency, µM (series often up to 46.1 µM), inactives show at the highest dose activation, actives largely listed as activators. MCF7-BRCA1-FFLuc reporter, luminescence, 48 h; response scale: scaled: vehicle 0%, 10 µM genistein 100%; further: potency means the concentration at half of the fitted maximal effect; nearly all actives have a fitted effect of over 80% in size; some results filed as inactive show a strong effect at the top dose
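Luminescence from a BRCA1-driven firefly luciferase in MCF7 cells was read after 48 h compound exposure at 37 C. Data normalized against DMSO and a 10microM genistein activation control, then curve-fitted across the titration.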
p53 reactivator – mutant p53 re-activation in reporter cells. 0.063% of 320,000 active. H1299 p53-A138V BP100-luciferase reporter, luminescence, 24 h. Potency, µM (titrated, usually from 92.2 µM), for inactives: top-dose activity change, positive = activation, usual class: activators; further: potency means the concentration at half of the fitted maximal effect; % of control where 0% means no effect; nearly all actives have a fitted effect of over 45% in size
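p53-null H1299 cells stably carrying temperature-sensitive p53-A138V and a BP100-luciferase reporter were pinned with compounds (4-point, 1:5 series) and held 24 hrs at 37 deg C. Luminescence was read 10 min after detection reagent.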
FLuc modulator – firefly luciferase modulation, counter-screen for miR-21 project; P08659; purified FLuc, Km substrates, luminescence inhibition; Potency, µM (series often up to 57.5 µM), without a hit: at the highest dose activity change, negative = inhibition, hits mostly inhibitors; 6.9% of 360,000 active;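 further: potency means the concentration at half of the fitted maximal effect; plate controls were vehicle for no effect and reference inhibitor for full effect; nearly all actives have a fitted effect of over 55% in size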
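Purified P. pyralis luciferase (10nM final) with 10uM D-luciferin and 10uM ATP (Km levels) in 50mM Tris acetate pH 7.5, 10mM Mg acetate, 0.01% Tween-20, 0.05% BSA; qHTS 6-point titration, ~60 µM downward; luminescence read.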
The depositor's hits bear a star; ? = inconclusive; / = no result given; [ ] = remark or other dose. Unless noted, the call rests on the fitted dose curve; in most records, active means well fitted curve in the direction sought with a large enough effect; inconclusive means small, poorly fitted or top-dose-only effect, or another doubt; inactive means no such curve, though single readings can be large; an effect the other way counts as inactive or inconclusive.

molecule	p53 reactivator	NPC1 prom act	ELG1 genotox	BRCA1 expr act	Giardia kill	RORg inh	FLuc modulator	PKM2 act	VP16 counter	Menin MLL FP TR	Rab9 promoter act
CCCNC(=O)COC(=O)c1cc(C)nc2ccccc12	-2.4%	-6.7%	-5.6%	-12.6%	-9.2	-9.0%	-5.2%	-7.7%	7.6%	2.1%	3.1%
CN(CCN1CCOCC1)C(=O)c1cc(COc2ccc(F)c(F)c2)on1	0.4%	15.6%	?	-15.9%	12.1	-17.5%	?	-2.8%	2.2%	/	7.9%
COC(=O)c1ccc(NC(=O)CSc2nc3ccccc3c(=O)[nH]2)cc1	1.8%	-3.1%	?	-3.2%	4.3	8.0%	-4.9%	-3.1%	-13.3%	?	-0.9%
NC(=O)C1CCN(C2CC(=O)N(Cc3ccc(N4CCCC4=O)cc3)C2=O)CC1 (stereo not drawn)	-4.2%	-1.4%	6.1%	-9.2%	6.2	-24.1%	-0.7%	0.0%	1.0%	-7.2%	-3.5%
O=C(CN1C(=O)/C(=C/c2ccccc2F)SC1=S)NC1C=CS(=O)(=O)C1 (stereo not drawn)	9.7%	2.1%	-0.2%	-13.4%	1.7	38.3%	-6.7%	/	-9.2%	42.5%[activator]	0.5%
NC(=O)C1CCN(C(=O)c2ccc([N+](=O)[O-])cc2NC(=O)c2cccs2)CC1	4.8%	1.2%	2.1%	-3.1%	1.2	-0.6%	-0.7%	/	-6.0%	7.5%	12.1%
COc1cccc(OC)c1C(=O)NC(=O)Nc1c(C)cccc1C	4.3%	0.9%	-5.6%	-6.7%	-4.5	2.5%	-2.5%	/	-0.2%	9.4%	-12.4%
O=C1CC(c2cccs2)c2ccc3ccccc3c2N1 (stereo not drawn)	5.9%	6.2%	0.8%	0.0%	0.8	49.5%	?	3.3%	-7.3%	-11.2%	24.3%
CCN1CCN(c2cc(C)nc(-c3ccccc3O)n2)CC1	-4.7%	-8.7%	-7.3%	-11.2%	-8.7	-23.1%	1.8%	-13.7%	2.5%	/	0.7%
Cc1cccc(NC(=O)C2=C(O)c3ccccc3N(C)S2(=O)=O)c1	-3.3%	0.6%	-2.2%	-16.3%	-2.6	?	16.9µM*	-4.1%	-10.4%	25.5%	0.6%
CCOC(=O)C1=C(N)Oc2c(oc(CO)cc2=O)C1c1ccc(F)cc1 (stereo not drawn)	-13.4%	-0.5%	3.9%	-4.4%	9.5	-5.2%	0.4%	-4.9%	7.1%	-4.9%	-0.4%
Cc1cc2cc(CNC(=S)Nc3ccc(OC(F)(F)F)cc3)ccc2[nH]1	11.2%	-0.6%	3.3%	-6.5%	-0.5	17.8µM*	1.0%	-1.3%	?	?	-0.6%

Going on with the list:
molecule	p53 reactivator	NPC1 prom act	ELG1 genotox	BRCA1 expr act	Giardia kill	RORg inh	FLuc modulator	PKM2 act	VP16 counter	Menin MLL FP TR	Rab9 promoter act
Cn1ncc([N+](=O)[O-])c1C(=O)Nc1ccccc1C(=O)O	7.1%	-5.1%	-1.2%	8.4%	-12.2	-5.6%	-2.6%	2.1%	1.2%	-10.6%	1.0%
COc1ccc(CN(C)C(=O)c2cc(S(=O)(=O)N3CCOCC3)ccc2N2CCCC2)cc1	-6.6%	-2.4%	-11.2%	-4.0%	-24.3	/	0.3%	/	/	/	-4.3%
CCOC(=O)N1CCC(N2Cc3cccc(C(=O)Nc4cc(F)ccc4F)c3C2=O)CC1	-2.5%	-2.5%	-3.3%	-11.5%	-3.8	-18.6%	4.3%	2.3%	-3.8%	-1.0%	-9.3%
Nc1ccc(Oc2ccccc2F)nc1	2.4%	-2.5%	1.3%	6.9%	-12.9	-5.3%	-1.3%	0.1%	7.3%	/	14.8%
Cc1cc(=O)oc2cc(OC(C)C(=O)NCCCn3ccnc3)ccc12 (stereo not drawn)	13.6%	0.8%	-1.4%[9.26 µM]	1.3%	1.9	-1.1%	4.1%	/	-6.9%	-1.1%	12.7%
C[C@H](NC(=O)C1CCN(C(=O)[C@H](Cc2ccccc2)NC(=O)OC(C)(C)C)CC1)C(=O)O	5.1%	-2.5%	2.7%	1.9%	-15.2	-5.0%	-0.2%	/	-2.3%	2.0%	-11.5%
CC(C)Nc1nc(NC(C)C)nc(N(C)N)n1	3.3%	6.0%	-1.2%	-6.0%	1.2	-1.2%	2.9%	6.5%	8.8%	-10.0%	5.4%
Cc1ccc2c(c1)N(C(=O)CCC(=O)N1CCc3ccccc3C1)CCO2	?	-2.4%	-0.1%	0.8%	9.0	-1.9%	-15.1%	9.1%	-20.0%	9.3%	0.8%
CC(C)Cc1ccc(C(C)C(=O)Nc2ccc(O)cc2)cc1 (stereo not drawn)	11.0%	-6.2%	4.4%	-26.8%	-9.7	?	-9.7%	3.9%	17.8µM*	7.5%	-1.5%
C=CCn1c(SCC(=O)Nc2ccc3c(c2)CCC3)nnc1-c1cccs1	-8.3%	1.3%	-12.9%	0.6%	-7.9	0.0%	?	-1.9%	-9.0%	-0.4%	?
Cc1cccc(-n2c(-c3ccco3)n[nH]c2=S)c1	1.2%	0.3%	1.1%	-25.3%	-14.3	11.2µM*	0.5%	-17.4%	?	1.8%	-0.1%
Cc1c(C(N)=O)sc2ncn(CCOc3ccccc3)c(=O)c12	-6.0%	1.1%	5.2%	33.8%	12.5	36.0%	-2.3%	/	?	-16.4%	23.4%

New compounds follow:
molecule	p53 reactivator	NPC1 prom act	ELG1 genotox	BRCA1 expr act	Giardia kill	RORg inh	FLuc modulator	PKM2 act	VP16 counter	Menin MLL FP TR	Rab9 promoter act
COc1ccc(/C=N/NC(=O)C(N)=O)c(OC)c1OC	17.5%	-4.2%	4.0%	-2.8%	9.9	8.1%	0.3%	-4.8%	5.4%	-2.6%	-3.4%
COc1cccc(C(C(=O)NC2CCCCC2)N(CC2CCCO2)C(=O)CNC(=O)c2ccco2)c1 (stereo not drawn)	2.5%	1.0%	-2.3%	17.0%	1.5	-22.3%	1.1%	-0.6%	2.7%	-19.9%	-9.7%
O=[N+]([O-])c1ccccc1S(=O)(=O)N1CCN(C2CCCC2)CC1	-0.3%	-2.2%	-2.5%	-3.2%	-15.0	-21.8%	-1.6%	6.5%	-3.5%	/	-4.3%
C=CCc1cccc2cc(C(=O)NNC(=O)c3ccncc3)c(=O)oc12	-2.1%	-2.4%	5.2%	-1.0%	15.6	28.2%	-1.0%	-0.5%	-0.7%	-0.1%	-3.3%
CCCN1C(=O)/C(=C/c2cc(C)n(C)c2C)SC1=Nc1ccc(OCC)cc1	-2.4%	7.8%	3.4%	-9.8%	-8.5	7.0%	-0.3%	1.6%	8.3%	-10.5%	-0.5%
CCCCCN(C(=O)CCC(=O)OCC(=O)N1CCCCC1)c1c(N)n(CCCC)c(=O)[nH]c1=O	?	-0.9%	5.3%	-9.8%	-4.3	-15.1%	3.5%	-6.7%	1.8%	-8.2%	5.3%
COc1ccc(NC(=O)c2sc3ncn(CC(=O)N4CCN(c5ccccn5)CC4)c(=O)c3c2C)c(OC)c1	1.3%	2.2%	7.1%	0.8%	-16.8	-14.4%	-1.1%	/	-3.2%	/	-1.4%
O=c1[nH]c2ccc(NC(=S)Nc3ccccc3Cl)cc2[nH]1	-1.3%	6.8%	5.1%	4.9%	-17.1	-43.2%	-1.7%	-4.1%	-2.8%	3.8%	0.4%
CCOC(=O)c1ccc(NC(=O)Cn2cnc3cc(C)c(C)cc32)cc1	-0.3%	-34.0%[inhibitor]	-1.8%	-49.6%	-12.3	?	5.9%	0.5%	7.08µM*	/	-44.0%[inhibitor]
CCc1ccccc1NC(=O)CN(C)C(=O)COC(=O)c1c(Cl)cccc1Cl	-6.8%	-3.8%	1.5%	-15.0%	-9.3	/	-11.2%	/	/	/	0.1%
CCN(CC)c1cc(Oc2ccccc2)ncn1	14.3%	9.8%	?	54.3%	-10.2	43.8%	-23.5%	-0.8%	7.4%	9.9%	2.8%
COc1ccc(CCNC(=O)c2c(C)nn(CC(C)C)c2Cl)cc1OC	1.6%	-3.5%	-11.1%	-11.5%	3.4	-43.9%	0.0%	-9.2%	-13.4%	/	2.9%
Cc1cc(C(=O)CCC(=O)Nc2ncccc2O)c(C)s1	0.3%	9.4%	7.3%	31.8%	12.6	/	-4.9%	/	/	/	-0.7%
O=C(CCc1ccccc1)NC(=S)NCc1ccco1	5.7%	2.3%	-3.0%	24.9%	-8.9	7.94µM*	-10.8%	1.8%	?	6.6%	?
COc1ccc(CCCc2nnc(SCC(=O)Nc3nccs3)n2C)cc1C	1.9%	0.2%	-4.3%	-11.9%	?	?	-3.8%	-1.8%	-12.4%	13.9%	2.5%

Compound activity: PubChem BioAssay, National Center for Advancing Translational Sciences (NCATS)

The list is partial (hit frequency here may not be typical).
